Screening results: PubChem, several laboratories
APP transl inh: APP translation inhibition | SH-SY5Y APP 5'UTR-luciferase reporter, luminescence | inhibition, % at 2 µM | AID 1285 | 190,000 compounds, 0.82% hits;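 active means inhibition above a set limit, derived from the sample mean plus 3 SD, cut at about 45% in these data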; further: values of inactives mirror those of a sister screen read the other way
FLuc inhib CS: inhibits firefly luciferase, flagging false hits in luciferase inhibition screens; P08659; ATPLite firefly luciferase biochemical luminescence, 10 min; inhibition, % at 10 µM; 200,000 compounds, 1.5% hits;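 active means inhibition above about 50% when tested at 10 µM, limit read from the data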
Target sequence (P08659 whole entry, looked up): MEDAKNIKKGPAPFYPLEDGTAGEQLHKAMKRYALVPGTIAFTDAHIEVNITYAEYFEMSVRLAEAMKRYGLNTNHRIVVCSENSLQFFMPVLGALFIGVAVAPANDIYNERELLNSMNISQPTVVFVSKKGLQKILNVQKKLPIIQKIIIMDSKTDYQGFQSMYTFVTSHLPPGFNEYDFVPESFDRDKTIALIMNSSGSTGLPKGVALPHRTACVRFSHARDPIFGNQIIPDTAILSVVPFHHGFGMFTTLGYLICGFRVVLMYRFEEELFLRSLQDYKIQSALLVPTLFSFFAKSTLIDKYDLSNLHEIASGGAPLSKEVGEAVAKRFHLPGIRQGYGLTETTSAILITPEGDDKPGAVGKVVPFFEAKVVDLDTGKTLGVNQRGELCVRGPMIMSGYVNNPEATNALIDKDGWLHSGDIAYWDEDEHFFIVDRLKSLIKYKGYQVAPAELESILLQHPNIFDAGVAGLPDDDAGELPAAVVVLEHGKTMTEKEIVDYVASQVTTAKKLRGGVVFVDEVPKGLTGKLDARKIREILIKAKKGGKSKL
STAT1 inh: reduces IFN-gamma driven STAT1 reporter signal; NIH 3T3 STAT1-luciferase reporter, luminescence; inhibition, % at 5.5 µM; 200,000 compounds, 0.35% hits;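 active means inhibition above a set limit, the mean inhibition across all tested compounds plus 3 SD, cut at about 34% in these data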;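 further: 0% = IFN-gamma with DMSO and 100% = IFN-gamma with 300 µM nifuroxazide; values of inactives mirror those of a sister screen read the other way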
STAT1 act: increases IFN-gamma driven STAT1 reporter signal; activation (% of control), % at 5.5 µM; NIH 3T3 STAT1-luciferase reporter, luminescence; 100% = IFN-gamma alone, no compound; AID 932; 200,000 compounds, 2.6% hits;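 active means activation above the screen-wide mean activation plus 3 SD, cut at about 130% in these data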;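 further: raw ratio to IFN-gamma control signal so 100% means no change and 0% no light; values of inactives mirror those of a sister screen read the other way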
STAT3 inh: reduces IL-6 driven STAT3 reporter signal; 190,000 compounds, 0.89% hits; U3A cells, IL-6 STAT3-luciferase reporter, luminescence; host cell line lacks STAT1; inhibition, % at 5.5 µM;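 active means inhibition above the mean inhibition across all screened compounds plus 3 SD, cut at about 44% in these data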;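 further: 0% = DMSO only wells and 100% = 100 µM nifuroxazide control wells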
RAM inhibit: yeast RAM network inhibition. S. cerevisiae dse1pr::URA3 reporter, 5-FOA growth OD615, 2 d; analog-sensitive cbk1-as2 kinase mutant strain. inhibition, % at 50 µM. 190,000 compounds, 1.8% hits. AID 868;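 active means inhibition above a set limit, 3 SD over mean compound inhibition, cut at about 8.4% in these data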;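 further: 0% = DMSO-only wells with no growth and 100% = 10 µM 1-NA-PP1 full growth; inhibition rescues growth on 5-FOA so higher OD means more RAM inhibition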
APP 5'UTR act: APP 5'UTR luciferase reporter activation; activation, % at 2 µM; SH-SY5Y APP 5'UTR luciferase reporter, luminescence; zero percent = DMSO vehicle wells; 190,000 compounds, 1% hits;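 active means activation above a set limit, based on mean plus 3 SD of controls, cut at about 140% in these data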; further: values of inactives mirror those of a sister screen read the other way
NF-kB expr up: raises NF-kB expression in human neuronal cells | NF-kB reporter expression; active compounds read high | fold change at 12.5 µM | 190,000 compounds, 1.6% hits | AID 1239; in the data active means fold change above about 3.3
Hsp70 activator: Hsp70 transcriptional activation, primary screen; HeLa Hsp70 promoter luciferase reporter, luminescence; scaled: vehicle 0, proteasome-inhibitor control 100%; activation, % at 10 µM; 200,000 compounds, 0.04% hits; AID 1203;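 active means activation above the mean across all tested compounds plus 3 SD, cutoff set per campaign, cut at about 5.5% in these data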;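 further: 100% = MG132 at 30 µM as the positive control and 0% = DMSO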
STAT3 activator: increases IL-6 driven STAT3 reporter signal; activation (% of control), % at 5.6 µM; U3A cells, IL-6 STAT3-luciferase reporter, luminescence; 100% = signal with IL-6 EC80 alone; 190,000 compounds, 0.91% hits; AID 871;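 active means activation above the screen-wide mean of compound activation plus 3 SD, cut at about 130% in these data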;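 further: 0% = background luminescence of wells with medium and substrate only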
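System – human U3A cells carrying STAT3-luciferase construct · Probe or stimulus – Interleukin-6, 33 ng/mL · Schedule – compound 1 h, then IL-6 6 h at 37 °C · Signal – luminescence from STAT3-driven luciferase reporter · Evaluation – percent of IL-6-only median luminescence · Benchmarks – IL-6-only high control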
The depositor's hits bear a star.

How did COC(=O)C1=C(C)N(c2cccc(OC)c2)C(=O)/C1=C\c1ccco1 do in these assays?
APP transl inh: 3; FLuc inhib CS: -5; STAT1 inh: 7; STAT1 act: 93; STAT3 inh: 1; RAM inhibit: 9.0*; APP 5'UTR act: -3; NF-kB expr up: 1.4; Hsp70 activator: 0.0; STAT3 activator: 97

What do the screens show for `CCCCc1c(C)c2ccc(OCC(C)=O)cc2oc1=O`?
APP transl inh: -133; FLuc inhib CS: 1; STAT1 inh: -36; STAT1 act: 133*; STAT3 inh: -1; RAM inhibit: 1.6; APP 5'UTR act: 133; NF-kB expr up: 1.9; Hsp70 activator: -0.1; STAT3 activator: 106

How did Cc1ccc(OCCn2cc(/C=N/NC(=O)c3ccncc3)c3ccccc32)cc1 do in these assays?
APP transl inh: -5; FLuc inhib CS: -8; STAT1 inh: -13; STAT1 act: 112; STAT3 inh: 4; RAM inhibit: 0.6; APP 5'UTR act: 5; NF-kB expr up: 0.43; Hsp70 activator: -0.1; STAT3 activator: 95

How did CCOc1ccccc1CNC(CC)CO (configuration not stated) do in these assays?
APP transl inh: -17; FLuc inhib CS: -3; STAT1 inh: 6; STAT1 act: 95; STAT3 inh: 12; RAM inhibit: 1.6; APP 5'UTR act: 17; NF-kB expr up: 1.7; Hsp70 activator: 0.1; STAT3 activator: 98

What do the screens show for `CNC(=O)[C@@H]1C[C@H]1[C@@H](NC(=O)OCc1ccccc1)c1ccccc1`?
APP transl inh: 8; FLuc inhib CS: -3; STAT1 inh: -6; STAT1 act: 106; STAT3 inh: 7; RAM inhibit: 2.4; APP 5'UTR act: -8; NF-kB expr up: 1.2; Hsp70 activator: -0.1; STAT3 activator: 92

How did CCN(CCO)C(=O)C(c1ccccc1)c1ccccc1 do in these assays?
APP transl inh: 6; FLuc inhib CS: -7; STAT1 inh: 1; STAT1 act: 99; STAT3 inh: 2; RAM inhibit: 0.2; APP 5'UTR act: -6; NF-kB expr up: 1.1; Hsp70 activator: 0.1; STAT3 activator: 102

How did CC(CN1CCOCC1)OC(=O)c1ccc2c(c1)OCCO2 (configuration not stated) do in these assays?
APP transl inh: -33; FLuc inhib CS: 2; STAT1 inh: -42; STAT1 act: 138*; STAT3 inh: -18; RAM inhibit: 0.6; APP 5'UTR act: 33; NF-kB expr up: 2; Hsp70 activator: 0.0; STAT3 activator: 122

Results for C[C@H](CO)NC(=O)[C@H](C)[C@H]1C[C@]1(C)[C@H](NC(=O)OCc1ccccc1)c1ccccc1 ?
APP transl inh: 3; FLuc inhib CS: -6; STAT1 inh: 7; STAT1 act: 94; STAT3 inh: -2; RAM inhibit: 0.1; APP 5'UTR act: -3; NF-kB expr up: 1.2; Hsp70 activator: 0.1; STAT3 activator: 100

Results for Cc1ccc(/C=C/C(=O)N2CC(C)CC(C)C2)o1 (configuration not stated) ?
APP transl inh: -10; FLuc inhib CS: -6; STAT1 inh: -3; STAT1 act: 103; STAT3 inh: 6; RAM inhibit: 1.0; APP 5'UTR act: 10; NF-kB expr up: 1.3; Hsp70 activator: -0.1; STAT3 activator: 97

What do the screens show for `CCc1ccc(S(=O)(=O)/N=C2/C=C(Sc3ncn[nH]3)C(=O)c3ccccc32)cc1`?
APP transl inh: 75*; FLuc inhib CS: 4; STAT1 inh: 5; STAT1 act: 96; STAT3 inh: -50; RAM inhibit: 6.0; APP 5'UTR act: -75; NF-kB expr up: 0.58; Hsp70 activator: -0.3; STAT3 activator: 139*

How did C#CCNC(=O)C1=C[C@H](c2ccc(Br)cc2)C[C@H](OCc2ccc(CO)cc2)O1 do in these assays?
APP transl inh: 9; FLuc inhib CS: -4; STAT1 inh: 1; STAT1 act: 100; RAM inhibit: 4.8; APP 5'UTR act: -9; NF-kB expr up: 1; Hsp70 activator: 0.0

What do the screens show for `C=CCn1c(SCC(=O)NCc2ccccc2)nnc1C1CCCCC1`?
APP transl inh: 4; FLuc inhib CS: -6; STAT1 inh: 5; STAT1 act: 95; STAT3 inh: 13; RAM inhibit: -0.1; APP 5'UTR act: -4; NF-kB expr up: 1.2; Hsp70 activator: -0.3; STAT3 activator: 92

What do the screens show for `CCCc1nn(C)c(C(=O)Nc2ccc3ccccc3c2)c1Cl`?
APP transl inh: -56; FLuc inhib CS: -3; STAT1 inh: -24; STAT1 act: 121; STAT3 inh: -1; RAM inhibit: 11*; APP 5'UTR act: 56; NF-kB expr up: 3.1; Hsp70 activator: -0.1; STAT3 activator: 105

What do the screens show for `Cc1ccc(Oc2ccccc2/C=N/O)cc1`?
APP transl inh: 0; FLuc inhib CS: -7; STAT1 inh: -10; STAT1 act: 109; STAT3 inh: -7; RAM inhibit: -1.1; APP 5'UTR act: 0; NF-kB expr up: 1.1; Hsp70 activator: 0.2; STAT3 activator: 110

What do the screens show for `CSc1ccc(Cl)c(C(=O)NCCOc2cc(C(C)C)ccc2C)c1`?
APP transl inh: -6; FLuc inhib CS: 1; STAT1 inh: 5; STAT1 act: 95; STAT3 inh: 18; RAM inhibit: 14*; APP 5'UTR act: 5; NF-kB expr up: 0.86; Hsp70 activator: -0.1; STAT3 activator: 93

How did CC(=Nc1ccc(C)cc1)c1sc2ccccc2c1O do in these assays?
APP transl inh: -197; FLuc inhib CS: 85*; STAT1 inh: -59; STAT1 act: 154*; STAT3 inh: 56*; RAM inhibit: 0.9; APP 5'UTR act: 197*; NF-kB expr up: 4.8*; Hsp70 activator: 0.0; STAT3 activator: 54

How did Cc1c(Cl)cccc1NC(=O)c1ccc(-n2ccnc2)nc1 do in these assays?
APP transl inh: 5; FLuc inhib CS: -5; STAT1 inh: -3; STAT1 act: 102; STAT3 inh: 16; RAM inhibit: 1.7; APP 5'UTR act: -5; NF-kB expr up: 0.92; Hsp70 activator: -0.3; STAT3 activator: 91

Results for C=CCC(=O)N1CCCC(CNC(=O)c2ccc(-c3ccccc3)cc2)C1 (configuration not stated) ?
APP transl inh: -3; FLuc inhib CS: 9; STAT1 inh: -3; STAT1 act: 102; STAT3 inh: 5; RAM inhibit: 0.4; APP 5'UTR act: 3; NF-kB expr up: 1.3; Hsp70 activator: 0.1; STAT3 activator: 99

What do the screens show for `O=C(CCCSc1nc2sc3c(c2c(=O)[nH]1)CCC3)NCCCO`?
APP transl inh: 2; FLuc inhib CS: 1; STAT1 inh: 4; STAT1 act: 96; STAT3 inh: 13; RAM inhibit: 1.9; APP 5'UTR act: -2; NF-kB expr up: 0.98; Hsp70 activator: -0.1; STAT3 activator: 93

Results for Cc1ccc(-c2nnc(N)s2)cc1 ?
APP transl inh: -5; FLuc inhib CS: 40; STAT1 inh: -16; STAT1 act: 115; STAT3 inh: 5; RAM inhibit: 0.8; APP 5'UTR act: 5; NF-kB expr up: 1.3; Hsp70 activator: -0.3; STAT3 activator: 99

What do the screens show for `CC(NC(=O)c1cc2c(s1)CCCC2)C(C)(C)C` (configuration not stated)?
APP transl inh: -3; FLuc inhib CS: -8; STAT1 inh: -4; STAT1 act: 103; STAT3 inh: 7; RAM inhibit: 3.2; APP 5'UTR act: 3; NF-kB expr up: 1.2; Hsp70 activator: -0.2; STAT3 activator: 100

How did CCC(CC)C(=O)OCC(=O)Nc1cccc(S(=O)(=O)N(C)c2ccccc2)c1 do in these assays?
APP transl inh: -6; FLuc inhib CS: -1; STAT1 inh: 14; STAT1 act: 87; STAT3 inh: -6; RAM inhibit: 7.5; APP 5'UTR act: 6; NF-kB expr up: 1.1; Hsp70 activator: -0.2; STAT3 activator: 107

Results for Nc1ccc2nc(-c3ccccc3)sc2c1 ?
APP transl inh: -108; FLuc inhib CS: 90*; STAT1 inh: 42*; STAT1 act: 61; STAT3 inh: 64*; RAM inhibit: 5.0; APP 5'UTR act: 108; NF-kB expr up: 2.1; Hsp70 activator: -0.5; STAT3 activator: 46

How did CCOCCCNC(=O)COc1ccc(OC)cc1 do in these assays?
APP transl inh: -29; FLuc inhib CS: -7; STAT1 inh: 9; STAT1 act: 92; STAT3 inh: -1; RAM inhibit: 0.5; APP 5'UTR act: 29; NF-kB expr up: 1.2; Hsp70 activator: -0.2; STAT3 activator: 98

How did COC(=O)C1=C(N)Oc2cc(C)n(C)c(=O)c2C1c1ccc(Cl)cc1 (configuration not stated) do in these assays?
APP transl inh: 13; FLuc inhib CS: -4; STAT1 inh: 4; STAT1 act: 97; STAT3 inh: 12; RAM inhibit: 2.4; APP 5'UTR act: -13; NF-kB expr up: 1.1; Hsp70 activator: -0.1; STAT3 activator: 93

Results for CN1C(=O)SC(Nc2ccccc2)C1=O (configuration not stated) ?
APP transl inh: -12; FLuc inhib CS: -7; STAT1 inh: -4; STAT1 act: 106; STAT3 inh: -4; RAM inhibit: 0.6; APP 5'UTR act: 12; NF-kB expr up: 1.1; Hsp70 activator: -0.3; STAT3 activator: 106

What do the screens show for `O=C(CN(Cc1ccc2c(c1)OCO2)C(=O)CNS(=O)(=O)c1ccccc1)NCc1ccco1`?
APP transl inh: 12; FLuc inhib CS: -4; STAT1 inh: -1; STAT1 act: 101; STAT3 inh: 4; RAM inhibit: 2.7; APP 5'UTR act: -12; NF-kB expr up: 1.1; Hsp70 activator: -0.2; STAT3 activator: 100

What do the screens show for `COc1ccc(OC)c(NC(=S)N2CCC(C(O)(c3ccccc3)c3ccccc3)CC2)c1`?
APP transl inh: 0; FLuc inhib CS: -2; STAT1 inh: -14; STAT1 act: 112; STAT3 inh: 4; RAM inhibit: 2.9; APP 5'UTR act: 0; NF-kB expr up: 0.99; Hsp70 activator: -0.4; STAT3 activator: 99

What do the screens show for `CCCCN(Cc1cc2ccccc2[nH]c1=O)S(C)(=O)=O`?
APP transl inh: -22; FLuc inhib CS: 0; STAT1 inh: 7; STAT1 act: 94; STAT3 inh: 4; RAM inhibit: -1.5; APP 5'UTR act: 22; NF-kB expr up: 0.93; Hsp70 activator: 0.5; STAT3 activator: 100

How did CO/N=C/c1ccc(Sc2ccc(C)cc2)c([N+](=O)[O-])c1 do in these assays?
APP transl inh: 2; FLuc inhib CS: -8; STAT1 inh: -4; STAT1 act: 103; STAT3 inh: -2; RAM inhibit: 2.6; APP 5'UTR act: -2; NF-kB expr up: 1.2; Hsp70 activator: -0.2; STAT3 activator: 107

How did COc1ccc([N+](=O)[O-])cc1NC(=O)c1cccs1 do in these assays?
APP transl inh: 7; FLuc inhib CS: 0; STAT1 inh: -10; STAT1 act: 109; STAT3 inh: -5; RAM inhibit: 2.1; APP 5'UTR act: -7; NF-kB expr up: 1.1; Hsp70 activator: -0.2; STAT3 activator: 106

Results for CCn1c(N2CCN(CC(=O)c3c(C)n(C)c4ccccc34)CC2)nc2c1c(=O)[nH]c(=O)n2C ?
APP transl inh: 5; FLuc inhib CS: -6; STAT1 inh: 3; STAT1 act: 97; STAT3 inh: 12; RAM inhibit: 0.6; APP 5'UTR act: -5; NF-kB expr up: 0.68; Hsp70 activator: -0.2; STAT3 activator: 93

What do the screens show for `NS(=O)(=O)c1ccc(CCNCc2cc(Br)ccc2OCc2ccccc2F)cc1`?
APP transl inh: -7; FLuc inhib CS: -6; STAT1 inh: 23; STAT1 act: 78; STAT3 inh: 13; RAM inhibit: 0.9; APP 5'UTR act: 7; NF-kB expr up: 0.53; Hsp70 activator: -0.4; STAT3 activator: 93
